Source: PubChem
ELG1 DNA repair: blocks ELG1-dependent DNA repair in HEK293T cells; HEK293T ELG1-luciferase reporter, luminescence, 16 h; DNA damage induced by 5-fluorouridine; Potency, µM (titrated, usually from 46.1 µM), for the others: at the top dose activity change, negative = inhibition, actives largely listed as inhibitors; 330,000 compounds, 2.3% hits; also: potency is read from the fitted curve at half-maximal effect; % is scaled to controls: 0 for no effect and ±100 for the full control effect; nearly all actives have a fitted effect of over 55% in size
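5-Fluorouridine DNA damage + compound/DMSO, 2,000 cells/well, 16 h, 37 °C/5% CO2. ONE-Glo, 30 min RT, luminescence. Readout = decrease in reporter signal.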
BRCA1 expr act: activators of BRCA1 expression | 380,000 compounds, 1.1% hits | MCF7-BRCA1-FFLuc reporter, luminescence, 48 h; response scale: scaled: vehicle 0%, 10 µM genistein 100% | Potency, µM (highest dose often 46.1 µM), for inactives: top-dose activation, actives largely listed as activators; also: potency is read from the fitted curve at half-maximal effect; nearly all actives have a fitted effect of over 80% in size; some results filed as inactive show a strong effect at the top dose
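Luminescence from a BRCA1-driven firefly luciferase in MCF7 cells was the read-out, taken 15 min after substrate addition following 48 h compound exposure at 37 °C. Data were normalized to a 10 microM genistein control and DMSO vehicle.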
A-T KAP1 phos: potential ataxia-telangiectasia treatment | […] A-T fibroblasts, KAP-1 phosphorylation AlphaLISA; neocarzinostatin DNA damage 30 min before lysis | Potency, µM (top dose mostly 57.5 µM), without a hit: at the highest dose activation, most hits filed as activators | 320,000 compounds, 0.19% hits; also: potency is read from the fitted curve at half-maximal effect; % of control where 0% means no effect; nearly all actives have a fitted effect of over 45% in size
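hTERT-immortalized A-T patient fibroblasts ([…]), 500 cells/well in OPTI-MEM, 1% FBS, got compounds for 60 min, then NCS for 30 min at 37C. Lysates were then assayed for phospho-KAP-1 by AlphaLISA (anti-pKAP1 donor, anti-KAP1 acceptor beads), 6 hr at 25C.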
B2AR arrestin: beta2AR (human) beta-arrestin recruitment activity. Potency, µM (top dose mostly 46.1 µM), for the others: at the highest dose activation, most hits filed as activators. AID 492947. beta-arrestin recruitment to beta2AR, cell-based reporter. P07550. 330,000 compounds, 0.02% hits;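 also: potency is read from the fitted curve at half-maximal effect; 0% = DMSO controls and full agonism = EC100 isoproterenol or metaproterenol; nearly all actives have a fitted effect of over 65% in size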
Target sequence (P07550 whole entry, looked up): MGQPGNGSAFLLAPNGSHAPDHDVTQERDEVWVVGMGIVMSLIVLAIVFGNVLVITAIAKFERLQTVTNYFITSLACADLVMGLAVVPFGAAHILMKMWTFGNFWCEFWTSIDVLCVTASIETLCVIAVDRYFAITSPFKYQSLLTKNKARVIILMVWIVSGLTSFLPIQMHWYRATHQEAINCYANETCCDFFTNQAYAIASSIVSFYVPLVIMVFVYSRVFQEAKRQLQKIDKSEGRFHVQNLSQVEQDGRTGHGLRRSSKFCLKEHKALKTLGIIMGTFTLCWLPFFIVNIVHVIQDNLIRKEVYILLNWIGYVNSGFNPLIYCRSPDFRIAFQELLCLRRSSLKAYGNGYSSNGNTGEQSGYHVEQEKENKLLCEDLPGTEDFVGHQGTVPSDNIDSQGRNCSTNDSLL
TCR act: T cell receptor activation; primary human leukocytes, anti-CD3, IL-2 HTRF, 48 h; Potency, µM (titrated, usually from 9.22 µM), for the others: at the top dose activation of IL-2 secretion, hits mostly activators; 330,000 tested, under 10 active; AID 504894; also: % of control where 0% means no effect
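Primary human leukocytes were stimulated with a-CD3 beads plus compounds for 48 hr without co-stimulation; secreted IL-2 was quantified by HTRF using a-IL-2-K (europium cryptate) and a-IL-2-d2, excited at 320nm with acceptor emission read at 665nm.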
TRPV1 agonist: agonists of human vanilloid receptor 1 (TRPV1) | Q8NER1 | TRPV1-expressing cells, Fluo-8 calcium influx, agonist mode | activation, % at 8.33 µM | 320,000 compounds, 0.19% hits; in the data active = activation above about 80%; inconclusive = between about 30% and that limit; also: 0% is about no effect
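TRPV1-expressing cells were cultured overnight at 35.5C and loaded with Fluo-8 calcium dye for 40 to 90 min at room temperature. After a 10 s baseline, compound was added and calcium influx was read kinetically for 3 min (ex 480/em 520 nm).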
PTAP TSG101 blk: blocks PTAP/TSG101 interaction to inhibit HIV-1 budding. 340,000 tested, under 10 active. Fluorescence polarization, FITC-PTAP peptide / Tsg101 binding. AID 493005. Potency, µM (titrated, usually from 115 µM), inactives show top-dose activity change, negative = inhibition, actives largely listed as inhibitors; active = well fitted inhibition curve with a large enough effect in the main read-out, with a control signal flat, not every such curve was filed as active; inconclusive = small, poorly fitted or top-dose-only effect, or effect the other way, or a change in a side signal; inactive = no such curve, though single readings can be large or run the other way; also: potency is read from the fitted curve at half-maximal effect; % of control where 0% means no effect
Target sequence (Q99816 whole entry, looked up): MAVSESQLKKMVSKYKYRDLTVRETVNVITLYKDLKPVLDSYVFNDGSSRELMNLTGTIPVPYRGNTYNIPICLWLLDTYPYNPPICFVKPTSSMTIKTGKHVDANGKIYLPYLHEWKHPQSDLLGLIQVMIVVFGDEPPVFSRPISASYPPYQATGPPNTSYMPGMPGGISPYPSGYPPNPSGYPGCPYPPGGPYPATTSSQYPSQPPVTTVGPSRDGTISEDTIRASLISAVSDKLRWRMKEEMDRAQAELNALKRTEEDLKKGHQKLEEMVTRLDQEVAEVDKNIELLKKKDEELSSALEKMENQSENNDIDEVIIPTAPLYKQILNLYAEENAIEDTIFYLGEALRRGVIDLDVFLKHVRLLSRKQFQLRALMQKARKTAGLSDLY
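Fluorescence polarization binding of Tsg101 binding domain (10 uM final) to FITC-labeled PTAP peptide (50 nM final) in HEPES pH 7.5 buffer with NaCl, Tween 20, EDTA, TCEP. Compounds added before peptide; binding 20 min at RT.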
Integrin act MD: activators of alpha7 integrin expression for muscular dystrophy. Potency, µM (doses to about 38.3 µM), for the others: at the top dose activation, actives largely listed as activators. alpha7betagal myoblasts, beta-gal FDG fluorescence, 48 h. 350,000 compounds, 0.064% hits;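 also: potency is read from the fitted curve at half-maximal effect; 100% = response of the positive control SU9516; nearly all actives have a fitted effect of over 60% in size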
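alpha7betagal+/- myoblasts (passage 13, 250/well) treated 48 h at 37C with compounds at 1:260 dilution of DMSO stock. Lysed, then beta-galactosidase activity read as FDG fluorescence (ex 480/em 540) after 30 min, with pre-read for autofluorescence.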
MLL CXXC-DNA inh: MLL CXXC-DNA interaction inhibition; Q03164; MLL-CXXC / FITC-HOXA9 DNA fluorescence polarization; Potency, µM (highest dose often 115 µM), for inactives: at the top dose activity change, negative = inhibition, most hits filed as inhibitors; 290,000 compounds, 0.037% hits; active = well fitted inhibition curve with a large enough effect in the polarisation, with a control signal flat, not every such curve was filed as active; inconclusive = small, poorly fitted or top-dose-only effect, or effect the other way, or a change in a side signal; inactive = no such curve, though single readings can be large or run the other way; the % refers to the polarisation; also: potency is read from the fitted curve at half-maximal effect
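Purified MLL-CXXC (added from a 7 uM solution) was preincubated 5 min at ambient with pinned compounds in 50 mM Tris-HCl pH 7.5, 50 mM NaCl, 1 mM DTT, 0.05% BSA. Fluorescein-labeled HOX-A9 DNA (50 nM solution) followed, 30 min, then polarization read.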
p53 reactivator: re-activators of mutant p53 | H1299 p53-A138V BP100-luciferase reporter, luminescence, 24 h | Potency, µM (series often up to 92.2 µM), for inactives: at the top dose activity change, positive = activation, usual class: activators | 320,000 compounds, 0.063% hits | AID 504706; also: potency is read from the fitted curve at half-maximal effect; % of control where 0% means no effect; nearly all actives have a fitted effect of over 45% in size
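H1299 (p53-null), stable ts p53-A138V + BP100-Luc; 1000 cells/well, Opti-MEM/10% FBS; cpd 4 pt, 1:5; 24 h, 37 deg C, 5% CO2; detection reagent 10 min RT; luminescence.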
Numbers without * were called inactive; u = inconclusive; x = not tested or not shown; [ ] = remark or other dose. Unless noted, calls follow the shape of the dose curve; as a rule, active = well fitted curve in the direction sought with a large enough effect; inconclusive = small, poorly fitted or top-dose-only effect, or another doubt; inactive = no such curve, though single readings can be large; an effect the other way counts as inactive or inconclusive.

SMILES	ELG1 DNA repair	BRCA1 expr act	A-T KAP1 phos	B2AR arrestin	TCR act	TRPV1 agonist	PTAP TSG101 blk	Integrin act MD	MLL CXXC-DNA inh	p53 reactivator
COc1ccccc1NC(=O)C/C(C)=N/NC(=O)C12CC3CC(CC(C3)C1)C2	9.5%	-9.6%	-6.3%	0.1%	0.4%	26.7	-2.0%	21.8%	-2.2%	13.1%
O=C(Nc1ccc(F)cc1F)c1ccc(COc2c(F)c(F)cc(F)c2F)o1	6.4%	2.0%	6.8%	-0.9%	10.0%	23.7	-0.6%	6.8%	14.0%	3.4%
O=C(NC(=S)NCCN1CCOCC1)c1ccc(Cl)cc1	u	46.9%	-9.5%	0.4%	-0.5%[46.1 µM]	17.8	-1.5%	-17.1%	9.7%	13.2%
CCOc1ccccc1NC(=O)c1nnn(CC(=O)Nc2cc(C)cc(C)c2)c1N	u	-4.4%	0.0%	3.2%	7.3%	-0.5	-3.9%	0.0%	11.1%	5.6%
COc1cc(OC)cc(C(=O)NCCn2ccc3ccccc32)c1	u	47.4%	15.3%	3.5%	0.4%	x	-2.5%	-3.0%	-5.9%	1.0%
Cc1ccnc(SCCn2c(N3CCN(C)CC3)nc3c2c(=O)[nH]c(=O)n3C)n1	-0.5%	x	2.5%	-0.2%	x	-6.4	x	x	-5.0%	1.7%
CC(C)(C)c1ccc(OCCNC(=O)Cc2ccc(F)cc2)cc1	5.8%	-7.2%	-10.6%	-0.9%	0.2%[46.1 µM]	90.6*	-1.7%	-31.1%	-3.7%	7.0%
COc1ccc(CNC(=O)/C=C/c2ccc(OCCCF)cc2)cc1	18.6%	23.5%	9.4%	-0.6%	5.4%	x	-6.5%	-7.0%	-7.9%	0.5%
COc1cc(-c2ccccc2)nc(N)n1	u	u	6.7%	-0.1%	-3.1%	-0.9	-2.9%	22.5%	12.0%	u
CCCNc1nc2c(c(=O)[nH]c(=O)n2C)n1Cc1cccc(Br)c1	u	-56.5%	11.8%	0.1%	12.4%	1.9	-0.7%	23.5%	-3.9%	-6.2%
COc1ccc(CCNC(=O)CN2CCN(Cc3ccc(F)cc3)C2=O)cc1OC	1.2%	2.4%	-1.6%	0.4%	1.9%	3.0	-4.4%	-24.3%	-1.7%	-0.2%
c1ccc(COc2ccccc2CNC2CCCC2)cc1	u	-36.1%	11.5%	-0.2%	-5.3%	1.4	-10.2%	-10.6%	-9.8%	-4.0%
C/C(=N/NC(=O)CNC(=O)COc1cccc(C)c1)c1ccc(Cl)cc1	12.1%	6.0%	5.8%	0.5%	-15.9%	2.0	-10.6%	44.6%	1.3%	-0.2%
Cc1cc(C(=O)CSc2n[nH]c(N)n2)c(C)n1-c1ccccc1	u	3.7%	-1.4%	0.0%	2.3%	26.3	-1.7%	-7.0%	-5.9%	27.8%
Nc1nc(Cn2nnc(-c3ccccc3F)n2)nc(N2CCOCC2)n1	0.2%	3.9%	1.5%	0.2%	6.3%	-2.1	-3.3%	-14.8%	-0.7%	3.6%
CCOC(=O)C1(CC2CCCCO2)CCN(Cc2cn[nH]c2-c2cccc(F)c2)CC1 (stereo not given)	-5.7%	-12.4%	-6.3%	-0.8%	-2.3%	9.5	-0.3%	5.8%	-5.5%	0.1%
O=C(CSc1nnc(N2CCOCC2)n1-c1cccc(F)c1)N1CCN(c2ccccn2)CC1	-10.3%	-6.1%	2.4%	-0.1%	-1.9%	3.6	-1.4%	2.8%	x	-2.1%
Cc1ccc(C)c(N(CC(=O)N2CCCC2)S(C)(=O)=O)c1	8.3%	-17.8%	10.3%	-0.9%	4.2%	-5.0	0.1%	u	u	2.7%
Cc1cccc(N(CC(=O)NC2CCCC2)C(=O)CNC(=O)c2ccco2)c1C	-7.9%	-4.8%	-2.2%	0.4%	-1.6%	-2.7	-5.2%	-4.8%	2.0%	-0.3%
COc1cccc(/C=N\NC(C)=O)c1OC/C=C/c1ccccc1	20.6µM*	-74.1%	0.3%	-3.1%	2.8%	2.4	x	-13.2%	2.2%	-0.1%
CCOC(=O)C1(Cc2cccc(Cl)c2)CCCN(C(=O)C(C)(C)C)C1 (stereo not given)	0.0%	14.8%	5.4%	0.1%	-3.5%	u	-0.7%	-25.9%	-6.4%	-37.8%[inhibitor]
C/C(CC(=O)NC1CCCCCC1)=N\NC(=O)c1cnccn1	12.5%	24.8%	-1.7%	0.1%	-4.6%[46.1 µM]	6.0	-0.2%	17.1%	5.3%	21.6%
CC(=O)Nc1ccc(SCC(=O)Nc2ccc(Cl)cn2)cc1	-15.4%	-5.7%	-0.1%	0.3%	8.2%	10.4	-6.1%	-7.1%	-1.5%	-0.1%
c1ccc(-c2ccccc2OCCOCCN2CCCCC2)cc1	-11.5%	-33.2%	5.1%	-0.7%	6.0%[46.1 µM]	9.1	-0.5%	-57.5%[inhibitor]	5.8%	-4.3%
Cc1ccc2[nH]c3c(Cl)ncnc3c2c1	u	70.1%	-6.9%	-0.6%	4.1%	-6.5	-1.0%	17.6%	-2.1%	11.8%
COc1ccc(NC(=O)NC2CCCCCCC2)c(OC)c1	u	44.1%	-2.3%	0.1%	1.3%	25.5	-3.0%	u	-11.7%	3.5%
O=C(Nc1cccc(S(=O)(=O)NC2=NCCC2)c1)c1ccccc1	-4.7%	-12.9%	7.5%	3.4%	10.9%	x	-2.3%	-4.7%	x	-7.9%
Cn1ncn2c(=O)c3c(nc12)-c1ccccc1CC31CCCC1	-21.5%	-11.5%	11.5%	-0.2%	2.6%	10.9	-1.0%	3.1%	6.6%	-0.4%
CC(C)(C)N(Cc1cc2ccccc2[nH]c1=O)C(=O)c1ccco1	12.8%	-11.3%	-0.3%	-0.3%	-2.5%	6.3	0.6%	1.1%	0.3%	-0.8%
COc1cccc(NC(=O)Nc2ccc(Br)cn2)c1	u	11.2µM*	5.1%	-0.7%	1.1%	18.8	-3.6%	0.0%	-2.7%	6.9%
O=C(OCCCCN1C(=O)c2ccccc2C1=O)c1ccc(S(=O)(=O)N2CCCC2)cc1	0.2%	-15.2%	6.1%	0.0%	4.3%	0.2	-1.5%	17.0%	-0.2%	0.4%
Cc1ccc(C(C(=O)NCC2CCCO2)N(C(=O)c2snc(C(N)=O)c2N)c2ccc(C)c(C)c2)o1 (stereo not given)	u	-16.2%	1.9%	-0.1%	1.7%	4.3	0.3%	-212.7%[inhibitor]	21.0%	-3.1%
COc1ccc(NC(=O)CCc2nc(-c3ccc(C)cc3)no2)c(OC)c1	-0.3%	-29.6%	-0.3%	-0.2%	14.1%	-1.5	-1.0%	-4.3%	5.9%	-3.9%
COC(=O)c1sc2ccccc2c1-n1cccc1C(=O)C(=O)Nc1ccc(F)cc1	14.6µM*	-12.1%	3.0%	-0.4%	7.1%	u	-6.5%	-8.7%	-4.0%	0.5%
Cc1oc2cc3oc(=O)c(CCC(=O)NCCCC(=O)O)c(C)c3cc2c1C	17.9%	-3.6%	-4.0%	3.0%	5.8%	0.5	-9.5%	-5.6%	0.3%	-3.9%
Oc1ccc(Nc2ncnc3c2oc2ccccc23)cc1	u	8.6%	2.9%	-0.9%	-5.3%	u	0.0%	-11.8%	-21.4%	8.6%
Cc1ccccc1OCCCN1CCOCC1	17.8%	34.8%	-1.5%	-0.1%	1.1%	4.4	-1.0%	-33.4%	-23.5%	9.8%
Cc1ccccc1C(=O)N/N=C1/SCC(=O)N1Cc1ccccc1	7.5%	-17.3%	2.4%	0.1%	2.4%	-1.6	-5.9%	4.2%	10.2%	-5.0%
C=CCOc1ccc2c(CC)cc(=O)oc2c1C	u	30.7%	-10.0%	-1.4%	0.7%[46.1 µM]	u	-2.3%	-11.4%	8.1%	1.2%
COc1ccc(N(C)S(=O)(=O)c2cccc(C(=O)NCC3CCCCC3)c2)cc1	u	-25.7%	1.6%	0.1%	4.7%	23.4	0.9%	-31.1%	4.5%	1.3%
CCOC(=O)CCc1c(C)nc2cc(-c3ccc(F)cc3)[nH]n2c1=O	u	60.3%	-3.8%	-0.1%	-7.2%	1.8	-1.5%	2.2%	-5.0%	3.0%
O=C(Cc1cccs1)N1CCN(C(=O)C2CCCO2)CC1 (stereo not given)	23.6%	-0.5%	4.0%	0.4%	-2.2%	-1.7	-3.7%	-15.3%	-4.7%	16.2%
c1ccc(CCNc2ncnc3ccccc23)cc1	u	2µM*	-1.3%	-0.6%	-4.3%	u	-9.9%	14.8%	3.0%	0.4%
